Bioassay records deposited in PubChem by National Center for Advancing Translational Sciences (NCATS).
HTT aggregate: qHTS Multiplex Assay to Identify Dual Action Probes in a Cell Model of Huntington: Aggregate Formation (GFP) | PC12 HttQ103-GFP aggregates, Acumen cytometry, 40 h | Potency, µM (doses to about 46.1 µM), inactives show at the highest dose activity change, negative = inhibition, usual class: inhibitors | 220,000 compounds, 1.1% hits; note: % is set by controls: 0 for no effect and ±100 for the full control effect; nearly all actives have a fitted effect of over 60% in size
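Aggregates are detected as GFP objects 1–25 µm with signal 6 STDEV over background in lysates of induced PC12 cells. These carry Huntingtin exon 1 with 103 glutamines fused to GFP under an ecdysone promoter; compounds titrated.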
Tau fibril FP: qHTS for Inhibitors of Tau Fibril Formation, Fluorescence Polarization; K18 P301L tau heparin fibrillization, Alexa594 FP, 6 h; Microtubule-associated protein tau (Homo sapiens), P10636; Potency, µM (titrated, usually from 57.7 µM), for inactives: at the top dose activity, negative = inhibition, hits mostly inhibitors; 280,000 compounds, 0.39% hits; note: % is set by controls: 0 for no effect and ±100 for the full control effect; nearly all actives have a fitted effect of over 55% in size
Target sequence (P10636 561-689 P618L limits assumed): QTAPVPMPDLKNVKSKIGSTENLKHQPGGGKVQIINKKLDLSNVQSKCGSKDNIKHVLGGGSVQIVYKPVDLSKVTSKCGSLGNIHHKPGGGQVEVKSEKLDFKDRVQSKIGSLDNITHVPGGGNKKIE
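Compound effects on tau fibrillization are measured by Alexa 594 fluorescence polarization (ex 555, em 632 nm). K18 P301L tau is used at 15 uM with 0.24 uM labeled tracer, and 20 uM heparin induces aggregation over 6 hr at 37 C.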
JMJD2E inh: qHTS Assay for Inhibitors of Human Jumonji Domain Containing 2E (JMJD2E) | Potency, µM (top dose mostly 57.1 µM), for the others: top-dose activity change, negative = inhibition, usual class: inhibitors | Lysine-specific demethylase 4E (Homo sapiens), B2RXH2 | JMJD2E catalytic domain, FDH-coupled NADH fluorescence (FDH is formaldehyde dehydrogenase) | 230,000 compounds, 1.6% hits; active = well fitted inhibition curve with a large enough effect, not every such curve was filed as active; inconclusive = small, poorly fitted or top-dose-only effect, or another doubt; inactive = no such curve, though single readings can be large or run the other way;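 note: 0% = wells with enzyme and -100% = buffer wells without enzyme; nearly all actives have a fitted effect of over 50% in size; many of its hits are not listed in these tables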
Target sequence (B2RXH2 1-337 limits assumed): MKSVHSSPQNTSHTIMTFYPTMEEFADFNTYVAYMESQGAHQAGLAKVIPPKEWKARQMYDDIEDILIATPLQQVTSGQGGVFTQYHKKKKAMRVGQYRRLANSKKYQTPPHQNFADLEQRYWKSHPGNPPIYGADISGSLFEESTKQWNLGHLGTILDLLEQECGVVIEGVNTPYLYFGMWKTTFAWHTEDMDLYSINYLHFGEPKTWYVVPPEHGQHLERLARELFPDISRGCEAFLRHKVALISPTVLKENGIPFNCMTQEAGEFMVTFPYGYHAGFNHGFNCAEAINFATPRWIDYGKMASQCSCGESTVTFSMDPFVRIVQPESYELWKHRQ
ALDH1A1 block: qHTS Assay for Inhibitors of Aldehyde Dehydrogenase 1 (ALDH1A1). Aldehyde dehydrogenase 1A1 (Homo sapiens), P00352. Purified ALDH1A1, NADH fluorescence, propionaldehyde substrate. Potency, µM (doses to about 75.3 µM), for the others: at the highest dose activity, negative = inhibition, usual class: inhibitors. 220,000 compounds, 7.3% hits; active = well fitted inhibition curve with a large enough effect, not every such curve was filed as active; inconclusive = small, poorly fitted or top-dose-only effect, or another doubt; inactive = no such curve, though single readings can be large or run the other way;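 note: plate controls were no enzyme wells and a reference inhibitor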
Target sequence (P00352 whole entry, looked up): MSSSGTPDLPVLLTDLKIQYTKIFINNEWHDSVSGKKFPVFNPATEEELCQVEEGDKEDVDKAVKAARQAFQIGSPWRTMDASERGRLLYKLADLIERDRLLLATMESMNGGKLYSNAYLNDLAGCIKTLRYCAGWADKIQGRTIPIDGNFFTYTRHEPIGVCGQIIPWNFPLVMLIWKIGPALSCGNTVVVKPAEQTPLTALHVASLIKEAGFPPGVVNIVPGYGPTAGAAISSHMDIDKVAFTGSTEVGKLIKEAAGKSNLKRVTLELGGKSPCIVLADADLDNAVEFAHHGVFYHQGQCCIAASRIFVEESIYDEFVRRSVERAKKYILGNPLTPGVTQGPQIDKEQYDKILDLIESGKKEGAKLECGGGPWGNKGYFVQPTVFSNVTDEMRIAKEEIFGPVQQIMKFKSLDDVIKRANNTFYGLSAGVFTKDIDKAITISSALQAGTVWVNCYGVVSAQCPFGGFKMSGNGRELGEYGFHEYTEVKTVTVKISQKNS
HTT cytoprotect: qHTS Multiplex Assay to Identify Dual Action Probes in a Cell Model of Huntington: Cytoprotection (ATP); 230,000 compounds, 0.14% hits; Potency, µM (doses to about 56.4 µM), for inactives: cytoprotection (ATP increase), hits mostly activators; PC12 HTT-Q103 induced, cytoprotection, ATP luminescence, 40 h; AID 1471, 2008;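 note: % of control where 0% means no effect; nearly all actives have a fitted effect of over 45% in size; toxic huntingtin expression switched on by the ecdysone agonist tebufenozide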
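PC12 cells with ecdysone-inducible HTT exon 1 Q103-GFP, induced with 100 nM tebufenozide and co-treated with library compounds in a dose series (1536-well, 1500 cells/well). Cytoprotection read as ATP content by ATPlite luminescence.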
SMN2 splice up: qHTS Assay for Enhancers of SMN2 Splice Variant Expression; AID 1458, 2008; Potency, µM (highest dose often 46.1 µM), inactives show at the top dose activity change, positive = activation, usual class: activators; 210,000 compounds, 2.8% hits; HEK293 SMN2-luciferase splicing reporter, luminescence, 30-36 h; note: % of control where 0% means no effect; nearly all actives have a fitted effect of over 55% in size
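HEK293 cells carry an SMN2 […]–luciferase reporter in which exon 7 inclusion puts luciferase in frame. Cells were plated 10-12 h before compound addition, then incubated 30-36 h at 37C. ONE-Glo luminescence was read; sodium butyrate at 4.5 mM final served as control.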
Tau fluor counter: Counterscreen qHTS for Inhibitors of Tau Fibril Formation, Fluorescence Polarization; tau K18 P301L Alexa594 fluorescence, heparin fibrillization; Potency, µM (top dose mostly 57.7 µM), inactives show top-dose activity change, negative = decrease; 280,000 compounds, 0.93% hits; note: % is set by controls: 0 for no effect and ±100 for the full control effect; nearly all actives have a fitted effect of over 55% in size
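Human K18 P301L tau (15 uM unlabeled plus 0.24 uM Alexa 594-labeled, final) in 100 mM sodium acetate pH 7 was mixed with compound and 20 uM heparin and incubated 6 hr at 37 C.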
Tau fibril ThT: qHTS for Inhibitors of Tau Fibril Formation, Thioflavin T Binding; Microtubule-associated protein tau (Homo sapiens), P10636; recombinant tau K18 P301L, heparin-induced fibrillization, ThT fluorescence; Potency, µM (doses to about 57.4 µM), for inactives: top-dose activity, negative = inhibition, hits mostly inhibitors; 270,000 compounds, 2.1% hits; AID 1460, 2008; note: % is set by controls: 0 for no effect and ±100 for the full control effect; nearly all actives have a fitted effect of over 55% in size
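ThT emission at 510 nm, taken 1 hr after adding 30 uM dye, quantifies aggregates formed when 20 uM heparin acts on human tau K18 P301L for 6 hr at 37 C.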
Numbers without * were called inactive; ? = inconclusive; / = not tested or not shown; & = joins results of further samples; [ ] = another dose, or the depositor's remark. Unless noted, calls come from the whole dose curve; as a rule, active = well fitted curve in the direction sought with a large enough effect; inconclusive = small, poorly fitted or top-dose-only effect, or another doubt; inactive = no such curve, though single readings can be large; an effect the other way counts as inactive or inconclusive. Potency is the fitted concentration of half-maximal effect. Some of the compounds tested (hit frequency here may not be typical).

SMILES | Tau fibril ThT | Tau fluor counter | ALDH1A1 block | SMN2 splice up | JMJD2E inh | Tau fibril FP | HTT aggregate | HTT cytoprotect
O=C(COC(=O)c1cccc(S(=O)(=O)N2CCN(c3ccccc3)CC2)c1)NCc1ccco1 | 2% | 3% | -4% | -1% | -4% | -2% | 3% | -14%[0.074 µM]
COc1ccc(C2c3cc(OC)c(OC)cc3CC(=O)N2c2ccc(C)c(F)c2)cc1 (stereo unspecified) | ? | -13% | / | -2% | / | -10% | / | /
CSC1=NC2(CCCCC2)CC12C=CC(=O)C=C2 | 2% | 2% | -1% | / | 0% | 6% | 29% | 9%[1.9 µM]
Cc1onc(-c2c(Cl)cccc2Cl)c1C(=O)c1c[nH]c(C(=O)NC2CC2)c1 | -2% | -12% | 2% | -11% | 4% | -3% | -14% | 9%[10 µM]
O=[N+]([O-])c1ccc(N2CCOCC2)cc1NCCCO | ? | 4% | ? | / | -5% | 7% | 8%[9.22 µM] | 12%[10 µM]
O=C(CSc1nc2ccccc2n1Cc1ccccc1)N1CCN(c2ccc(F)cc2)CC1 | -20% | -15% | / | 2% | / | 6% | / | /
CN(C(=O)C(Cl)Cl)c1ccc(OC(=O)c2ccco2)cc1 | -15% | -16% | 6%[20.9 µM] | -49% | 9% | -2% | 3% | ?
COCCn1c(SCc2cnc(-c3ccccc3)s2)nnc1-c1ccncc1 | 5% | 4% | -11% | -16% | 0% | -4% | ? | -3%[10 µM]
CC1(C)Cc2c(c(-c3ccccc3)[nH]c(=O)c2C#N)CS1 | -7% | -9% | 28µM* | 16% | -23% | -10% | 18% | 3%
Nc1ccccc1SC(C[N+](=O)[O-])c1ccccc1 (stereo unspecified) | / | -15% | / | / | 6.3µM* | ? | 23%[9.22 µM] | -13%[10 µM]
CC(NC(=O)c1cc2ccccc2o1)c1cccs1 (stereo unspecified) | -4% | -12% | ? | -5% | 1% | ? | 1%[9.22 µM] | -12%
O=C(COC(=O)c1ccc(Cl)s1)c1cc2ccccc2o1 | ? | ? | ? | 22% | -16% | -6% | 3% | -14%
O=c1[nH]nc(SCc2ccccc2)c(=O)[nH]1 | 0% | 2% | 2% | 10% | -2% | 6% | 19% | 10%[10 µM]
O=C(CNC(=O)c1ccccc1)NCC1COc2ccccc2O1 (stereo unspecified) | 0% | 0% | 5% | 4% | 10% | 0% | -1% | -6%
COc1cc2nc(N(C)CCCNC(=O)C3CCCO3)nc(N)c2cc1OC (stereo unspecified) | -3%&-8% | -3%&-7% | ? | -5% | ? | -3%&-3% | / | /
CCCCn1c(=O)[nH]c(=O)c2c1nc(COC(=O)c1c(C)noc1C)n2CCC | -1% | -6% | ? | -7% | -20% | 5% | -2% | -18%
CCc1ccc(/C=C/C(=O)c2c(C)cc(C)[nH]c2=O)cc1 | -13% | 6% | 9% | -76%[inhibitor] | 4% | 4% | 25µM* | 9%[10 µM]
CC1(C)C=CC(=O)[C@]2(C)C1CC(=O)[C@]1(C)C2CC[C@@]2(C)C(c3ccoc3)OC(=O)C3OC321 (stereo partly specified) | -6% | -13% | -4% | -12% | -5% | 2% | / | -19%
CCN1C(=O)C2(c3ccccc31)c1c(oc3ccccc3c1=O)C(=O)N2CCOC (stereo unspecified) | -5% | -3% | / | 0% | / | 0% | / | /
Cc1cc(NC(=O)c2cc3cccc([N+](=O)[O-])c3[nH]2)ccc1F | / | 25µM*[quencher] | / | / | -6% | ? | 0%[9.22 µM] | 2%[10 µM]
Cc1cccc(C)c1OCCNC(=O)OCc1ccccc1 | -14% | -8% | 2% | 3% | 14% | -2% | 23% | -32%[inhibitor]
Cc1ccc2nc3c(cc2c1)c(NC(=O)C1CCCO1)nn3CC(C)C (stereo unspecified) | -3% | -15% | ? | -1% | ? | 1% | 6% | -24%
Cc1ccccc1N1C(=O)c2cccc3c(N(C)CCO)ccc(c23)C1=O | ? | -5% | ? | -25% | -17% | 6% | -15% | -6%
CC(C)NC(=O)C1CCCN(S(=O)(=O)c2ccc(-n3cnnn3)cc2)C1 (stereo unspecified) | -2% | -9% | 2% | -5% | 5% | -14% | -13% | -11%[10 µM]
Cc1cccc(-n2c(-c3csc4ccccc34)n[nH]c2=S)c1 | -9% | -4% | ? | 7% | -10% | 2% | 10% | /
O=C(CN1CCN(Cc2ccccc2Cl)C1=O)NCC1CCCO1 (stereo unspecified) | 0% | 2% | 8% | -9% | -1% | 5% | 0% | 1%
COc1ccc(-n2cccc2/C=C2\C(=N)N3N=C(c4ccco4)SC3=NC2=O)cc1 | ? | -19% | ? | 8% | -25% | 10% | 8% | -3%
Cn1c(=O)[nH]c(=O)c2c1nc(CN1CCN(c3ccc(F)cc3)CC1)n2CCc1ccccc1 | -1% | -5% | -6% | -18% | -4% | -1% | 9% | 20%[10 µM]
Cc1ccn2c(C(=O)N/N=C\c3cccs3)c(C)nc2c1 | -23% | -3% | ? | ? | -11% | 5% | 0% | 8%[10 µM]
O=C1c2ccccc2C(=O)N1n1cccc1 | -5% | -2% | 6% | 4% | 3% | 1% | -6% | /
COc1ccc(C/C(O)=C(\C#N)c2nc3ccccc3s2)cc1 | ? | -22% | -6% | -45%[inhibitor] | 0% | 0% | 13µM* | 6%[10 µM]
CCCN1C(=O)CC(C(=O)OC)=C1C | -12% | -4% | -4% | 9% | -3% | -7% | 11% | 4%
CC(=O)Oc1ccc(C(=O)NCCc2ccccc2)cc1 | -6% | -1% | -5% | 8.9µM* | 2% | -1% | 1% | -81%[inhibitor]
COc1ccc(COc2cc(-c3cccc(OC)c3)nc3ccc(NC(=O)c4ccc(C)cc4)cc23)cc1 | ? | -11%&-14% | ? | -16% | ? | ? | -29% | -149%[inhibitor][40.3 µM]
Cc1ccc(/C=N/NC(=O)CNC(=O)c2cccs2)o1 | 6% | 6% | ? | 1% | -6% | 2% | -4% | -16%
O=C(O)CC(SCC(=O)Nc1ccc(Br)cc1)C(=O)O (stereo unspecified) | 11% | 5% | -5% | -7% | 6% | 7% | 17% | 20%
COc1cccc(C2=CC(c3cccc(OC)c3OC)n3nnnc3N2)c1 (stereo unspecified) | -4% | -7% | ? | ? | ? | 1% | -13% | -21%
COc1cccc([C@@H]2Oc3ccc(Br)cc3C(=O)[C@H]2OC(=O)NCc2ccco2)c1 | ? | -12% | 6% | 17% | 5% | 2% | / | -72%[inhibitor]
N#CCCn1nnc(-c2ccccc2F)n1 | -2% | -4% | 2% | -5% | -3% | 7% | 11% | 2%
CC(=O)NC1C(=O)N=C(SCC(=O)NCc2ccccc2)NC1=O (stereo unspecified) | -9% | -3% | ? | 3% | ? | 1% | 3% | -13%[10 µM]
Cc1cc(C(=O)COC(=O)c2cccn2C)c(C)n1Cc1ccco1 | -16% | -15% | 25µM* | ? | -13% | 4% | ? | -128%[inhibitor]
Cc1csc(NC(=O)C2COc3ccccc3O2)n1 (stereo unspecified) | -30% | -4% | -11% | ? | 4% | 9% | 18% | 14%
CCCNC(=O)Nc1ccc(F)c(Cl)c1 | 0% | -2% | -13% | 11% | -7% | -2% | -9% | -20%
CCOc1cc(CN2CCN(C(=O)c3ccco3)CC2)ccc1OC | 2% | 14% | ? | -20% | ? | 6% | 6% | -3%
Cc1ccc2c(c1)n([O-])c1c([n+]2=O)CCCC1 | -13% | -8% | -6% | 7% | -3% | 6% | -3% | -17%
O=C1CCC[C@@H](C(C(=O)OCc2ccccc2)C(=O)OCc2ccccc2)C1 | -1%[11.5 µM] | -6%[11.6 µM] | -23%[13.5 µM] | / | / | 0%[11.6 µM] | / | -16%[10 µM]
NC/C(=N\O)c1ccc(Cl)cc1Cl | -10% | -4% | 10% | / | -15% | 3% | 19% | -12%
O=C1NN=C(c2ccc(Cl)cc2)CC1c1cccc(Cl)c1 (stereo unspecified) | -5% | -18% | -7% | -13% | -2% | 5% | ? | -33%
COc1ccc(-c2cc(C(=O)Nc3cc(C)nn3-c3ccccc3)no2)cc1 | -16% | -4% | 6% | 15% | 1% | 1% | 8% | -10%
Nc1ccn(Cc2cccc(F)c2)n1 | -4% | 4% | 3% | / | 12% | 2% | 4%[9.22 µM] | 11%[10 µM]
Clc1ccc(Cn2cc(/C=N/n3cnnc3)c3ccccc32)c(Cl)c1 | -7% | -27% | 1% | -8% | 0% | -6% | 5% | 6%
CC(C)N(CCO)C(=O)CCc1nnc(CCCc2ccccc2)o1 | 1% | 1% | ? | 2% | 2% | 2% | 2%[9.22 µM] | 9%[10 µM]
CCOC(=O)N1CCN(C(=S)NC)CC1 | -3% | -2% | 5% | -20% | -3% | 6% | 2% | -22%
CCCCc1c(CCC)c(=N)c2ccccc2n1C | -9% | -7% | -5% | -34%[inhibitor] | ? | -8% | 8.9µM* | -4%[10 µM]
CCOC(=O)N1CCC(N2CCCC(CO)(Cc3ccccc3C)C2)CC1 (stereo unspecified) | -1% | 7% | -3% | / | -9% | 1% | 7%[9.22 µM] | 4%[10 µM]
Cn1c(=N)n(CC(=O)O)c2ccccc21 | -3% | -3% | 7% | 18% | -2% | 6% | 5.6µM* | 0%
Cc1nn(C)cc1/C=N/NC(=O)CSc1ccccn1 | 0% | 1% | / | / | 3% | 2% | -10%[9.22 µM] | 6%[10 µM]
O=C1CC(c2ccc(F)cc2)Cc2nc(NCc3ccco3)ncc21 (stereo unspecified) | 1% | -3% | 10% | -24% | 6% | 0% | -5% | -3%
O=C(CCN1C(=O)c2ccccc2C1=O)N1CCCCCC1 | -1% | 5% | 20µM* | 18% | 0% | -5% | -23% | -7%
